Rac1 act GTP bind: human Rac1 activated mutant GTP binding change. P63000. GST-Rac1 activated beads, fluorescent GTP binding, flow cytometry; actives lie on both sides; 100% means binding = to untreated wells. percent activity (GTP binding), % at 10 µM. 0.11% of 190,000 active;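 active means GTP binding at least 20 percentage points away from the 100% baseline, in either direction, so actives lie on both sides; inconclusive means Compound likely fluorescent itself, or too few beads counted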
Mcl1 Noxa PPI: disrupts binding of human Mcl-1 to Noxa peptide | 1.5% of 220,000 active | TR-FRET Mcl-1/Noxa peptide binding, 2 h | inhibition, % at 21.7 µM | Q07820;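 active means compounds that cut the protein-peptide binding signal by more than 50% relative to plate controls in a single-dose test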;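 further: His-tagged Mcl-1 with rhodamine Noxa BH3 peptide and terbium anti-His antibody; 0% = Mcl-1 plus Noxa peptide wells and 100% = peptide-only wells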
Target sequence (Q07820 whole entry, looked up): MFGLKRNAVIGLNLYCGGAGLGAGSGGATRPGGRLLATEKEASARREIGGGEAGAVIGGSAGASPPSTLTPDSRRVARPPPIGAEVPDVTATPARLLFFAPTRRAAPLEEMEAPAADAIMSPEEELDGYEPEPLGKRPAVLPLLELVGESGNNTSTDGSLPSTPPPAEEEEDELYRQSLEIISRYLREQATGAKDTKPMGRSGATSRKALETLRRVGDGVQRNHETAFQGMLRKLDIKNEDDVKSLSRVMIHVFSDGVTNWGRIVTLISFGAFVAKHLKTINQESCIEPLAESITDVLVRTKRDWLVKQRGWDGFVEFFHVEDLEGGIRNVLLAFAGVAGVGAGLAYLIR
Cdc42 wt GTP: changes GTP binding to wildtype human Cdc42; P60953; GST-Cdc42 beads, Bodipy-GTP binding, flow cytometry; actives lie on both sides; percent activity (GTP binding), % at 10 µM; 0.2% of 190,000 active;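 active means percent activity GTP binding at least 20 points away from the 100% baseline, either down as inhibitor or up as activator; inconclusive means compound flagged as likely green fluorescent from well-wide comparison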;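 further: median bead fluorescence of bound Bodipy-FL-GTP at 100 nM; 0% = excess unlabeled GTP control and 100% = no compound control; below 100% means less GTP binding so inhibitor and above means activator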
Target sequence (P60953 whole entry, looked up): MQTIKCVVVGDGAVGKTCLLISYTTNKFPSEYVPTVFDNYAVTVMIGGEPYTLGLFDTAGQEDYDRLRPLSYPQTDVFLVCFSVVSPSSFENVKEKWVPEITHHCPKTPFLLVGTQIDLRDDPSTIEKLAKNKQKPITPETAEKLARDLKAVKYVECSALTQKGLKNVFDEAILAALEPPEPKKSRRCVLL
Rab7 wt GTP bind: alters GTP binding to wildtype dog Rab7; GST-Rab7 beads, fluorescent GTP binding, flow cytometry; actives lie on both sides; untreated = 100%, excess cold GTP = 0%; GTP binding activity (percent of control), % at 10 µM; 0.055% of 190,000 active;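 active means fluorescent GTP binding to Rab7 beads changed by at least 20 points from the 100% baseline, either direction, mostly lower; inconclusive means compound itself probably fluorescent, or too few beads counted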;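 further: median green fluorescence of bound Bodipy-FL-GTP per Rab7 bead population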
HRas wt GTP: changes GTP binding to wildtype human HRas. P01112. GST-Ras wt beads, Bodipy-FL-GTP binding, flow cytometry; actives lie on both sides. GTP binding activity, % at 10 µM. 0.14% of 190,000 active;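 active means GTP binding activity at least 20% away from the 100% baseline, either lowered as inhibitor or raised as activator; inconclusive means flagged as likely green fluorescent, judged across all proteins in the well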;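 further: 0% = unlabeled GTP competition control and 100% = no-compound control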
Pf gametocyte: P. falciparum stage V gametocyte viability inhibition; P. falciparum stage V gametocytes, ATP luminescence, 24 h; inhibition, % at 10.9 µM; 0.065% of 150,000 active; AID 743093;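 active means inhibition above the mean plus 3 SD of compounds within the control limits, set per campaign, cut at about 38% in these data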;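 further: 0% = DMSO wells and 100% = medium only without gametocytes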
Rab2 wt GTP: changes GTP binding to wildtype dog Rab2A, up or down; P61105; GST-Rab2 wt beads, Bodipy-GTP binding, flow cytometry; GTP binding activity, % at 10 µM; 0.19% of 190,000 active;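 active means GTP binding activity at least 20 points away from 100%, either lowered or raised; inconclusive means signal likely due to the compound's own green fluorescence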;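 further: 0% = beads with excess unlabeled GTP and 100% = no-compound control corrected for plate trend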
Bim-Mcl-1: human Bim-Mcl-1 interaction inhibition; inhibition, % at 10 µM; 0.1% of 190,000 active; Bead-based flow cytometry, Bim peptide-Mcl-1 binding; AID 1009; Q07820; in the data active means inhibition above about 40%;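 further: 0% = no compound tracer wells and 100% = peptide blocker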
RGS8-Gao: regulators of human RGS8-Galphao interaction. response (percent of control binding), % at 10 µM. multiplexed bead flow cytometry, RGS8-Galphao binding; actives lie on both sides. P09471. 0.34% of 220,000 active; in the data active means response below about 60% or above about 140%; inactive means in between;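 further: Galphao activated as the GDP aluminium fluoride complex binding bead-coupled RGS8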
Target sequence (P09471 whole entry, looked up): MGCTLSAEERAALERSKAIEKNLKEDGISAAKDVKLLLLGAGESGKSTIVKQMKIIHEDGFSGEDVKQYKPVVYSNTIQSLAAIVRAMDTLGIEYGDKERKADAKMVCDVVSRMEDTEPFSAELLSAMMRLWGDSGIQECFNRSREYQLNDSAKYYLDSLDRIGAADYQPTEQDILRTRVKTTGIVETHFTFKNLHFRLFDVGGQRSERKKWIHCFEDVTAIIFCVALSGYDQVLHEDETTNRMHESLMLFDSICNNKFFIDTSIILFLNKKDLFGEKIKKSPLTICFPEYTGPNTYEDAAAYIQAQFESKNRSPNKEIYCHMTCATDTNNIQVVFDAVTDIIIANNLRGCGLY
Mcl1-Bid inh: disrupts binding of human Mcl-1 to Bid peptide; 0.97% of 220,000 active; inhibition, % at 21.7 µM; Q07820; TR-FRET Mcl-1/Bid-Dy647 peptide binding, 1536-well;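 active means compounds that cut the binding signal by more than half at the single screening dose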;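 further: His-tagged Mcl-1 with europium anti-His antibody binding Bid BH3 peptide; 0% = Mcl-1 plus peptide wells and 100% = peptide-only wells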
Rac1 wt GTP bind: alters GTP binding to wildtype human Rac1; P63000; AID 757; 0.27% of 190,000 active; GST-Rac1 beads, fluorescent GTP binding, flow cytometry; actives lie on both sides; 0 = cold GTP competed, 100 = untreated; GTP binding activity (% of control), % at 10 µM;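 active means GTP binding activity at least 20 points away from the 100% control level, either lower or higher; inconclusive means compound flagged as likely green fluorescent, judged across all proteins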
Active calls of the source: *; ? = inconclusive; nt = no result given; [ ] = remark or other dose.

structure,Rac1 act GTP bind,Mcl1 Noxa PPI,Cdc42 wt GTP,Rab7 wt GTP bind,HRas wt GTP,Pf gametocyte,Rab2 wt GTP,Bim-Mcl-1,RGS8-Gao,Mcl1-Bid inh,Rac1 wt GTP bind
CCCc1cc(=O)[nH]c(SCC(=O)c2c[nH]c3ccccc23)n1,95,16,100,99,99,-59,101,0,100,0,102
Cc1ccc(NCc2nnc(SCC(=O)N3c4ccccc4Sc4ccccc43)o2)c(C)c1,97,-4,99,101,100,nt,98,-4,83,-26,99
Cc1nn2c(-c3cccc(NC(=O)c4ccco4)c3)nnc2c2ccccc12,?,46,?,?,?,-7,?,11,100,6,?
O=C(CCSc1ccccc1)OCn1nnc2ccccc2c1=O,97,4,99,98,99,-7,97,2,98,-26,103
CCOC(=O)c1ccc2[nH]c(C)c(C)c2c1,99,-7,104,100,102,nt,102,-6,102,-14,105
O=C1c2ccccc2C(=O)N1CSc1ncccn1,95,0,97,97,99,nt,96,-2,99,-24,97
O=C(CN1C(=O)c2ccccc2S1(=O)=O)NCc1ccc2c(c1)OCO2,97,12,104,94,99,20,98,-7,101,-10,105
c1ccc(-c2nc(NCc3ccco3)c3ccccc3n2)cc1,97,39,99,94,100,19,99,-2,nt,16,103
COc1ccccc1NC(=O)N1CCCC1C(=O)NC12CC3CC(CC(C3)C1)C2 (stereo not given),101,10,104,100,101,nt,101,-7,101,-24,106
CCN1C(=O)C2(C(C#N)=C(N)Oc3n[nH]c(-c4ccc(Cl)cc4)c32)c2ccccc21 (stereo not given),96,12,100,101,101,-7,99,-4,103,4,98
CCOC(=O)C1=C(N)OC2=C(C(=O)CCC2)C1c1ccc(C)s1 (stereo not given),102,2,99,100,100,nt,99,3,98,3,108
O=C(NCc1cccs1)c1cc2ccccc2o1,99,2,99,99,100,nt,100,-2,92,-17,102
CC1=C(C(=O)c2ccccc2)C(c2cn(-c3ccccc3)nc2-c2ccc(Cl)cc2)NC(=S)N1 (stereo not given),99,-31,103,102,101,nt,102,-5,95,-43,105
COc1ccc(C(=O)Nc2cc3c(cc2C#N)OCO3)cc1S(=O)(=O)NCc1ccco1,?,2,?,?,?,nt,?,-1,96,-17,?
COc1ccc(C2CN=NC23CCCc2ccccc2C3=O)cc1 (stereo not given),100,5,105,100,104,nt,104,0,103,-20,101
Cc1cc(Nc2ccccc2)n(C(=O)c2ccc(Cl)cc2)n1,99,5,98,96,100,2,96,-5,103,-13,103
Cc1ccc(S(=O)(=O)n2nnc3ccccc32)c(C)c1C,90,21,95,98,91,22,97,-2,99,-12,94
O=C(c1ccc(CN2CCc3ccccc3C2)cc1)N1CCCCC1,101,19,101,97,101,nt,99,-3,99,-32,102
N/C(=N\OC(=O)c1ccccc1)c1cccnc1,95,4,99,102,98,-62,99,2,103,-19,98
COc1cccc(NC(=O)CNS(=O)(=O)c2ccc3nc(C)sc3c2)c1,101,10,103,102,105,nt,102,1,99,-13,109
Cc1ccc(-c2nc(Cl)nc3ccccc23)cc1,94,-6,97,95,96,21,95,0,100,11,98
O=S(=O)(Nn1cnnc1)c1ccc2ccccc2c1,100,6,98,98,97,6,100,-1,100,-23,100
CCOC(=O)c1ccc(-c2nnc(-c3ccc(Cl)cc3Cl)o2)cc1,98,3,99,96,96,20,97,2,105,3,96
CCCn1c(CCc2ccccc2)nnc1SCC(=O)N1CCCC1,100,4,98,100,100,nt,99,-2,105,-15,98
COC(=O)C1CCN(C(=O)/C=C/c2ccc(OC)cc2)CC1,98,13,96,100,97,nt,97,-6,105,-5,103
CCOC(=O)C1=C(C)NC(=O)CC1c1cc2c(cc1[N+](=O)[O-])OCO2 (stereo not given),97,19,96,98,99,-26,97,1,100,-46,98
COc1ccc(C)cc1NC(=O)c1ccc(CN2CCN(c3ccccc3)CC2)cc1,99,13,99,99,100,-8,99,-2,101,-26,100
CCOC(=O)COc1nc(Nc2ccccc2C)nc(N(C)C)n1,100,0,100,100,99,17,100,-2,74,-10,102
COC(=O)c1ccc(COc2ccc(/C=N/N3CCN(C)CC3)cc2)cc1,97,5,95,101,99,nt,97,-1,100,-76,97
COC(=O)c1ccc(/C=N/Nc2nc(-c3ccccc3)cs2)cc1,99,16,102,102,101,nt,99,-8,101,-11,103
CC(c1ccccc1)N1CCc2[nH]c(=S)[nH]c(=O)c2C1 (stereo not given),94,14,94,102,98,nt,98,-4,113,-27,96
CCOc1ccc(C(=O)Nc2nnn(CC)n2)cc1,102,-8,106,103,106,nt,104,62*,98,-49,106
Cc1noc(/C=C/N(C)C)c1S(=O)(=O)N(C)CC(=O)NC1CCCCC1,97,8,103,99,100,12,99,-1,99,-34,100
c1ccc2oc(-c3ccc(Nc4nc(N5CCCCC5)nc(N5CCOCC5)n4)cc3)nc2c1,?,-4,?,?,?,nt,?,-5,103,4,?
CCN(CC)S(=O)(=O)c1cccc(NC(=O)c2cc(=O)[nH]c3ccccc23)c1,98,23,100,97,94,nt,96,0,106,-9,99
CC1=CC(C)(C)Nc2ccc(OC(=O)CN3C(=O)C4CCCCC4C3=O)cc21 (stereo not given),95,7,96,98,96,nt,97,0,98,-16,95
CC12CCC(C/C1=N/OC(=O)c1cccc([N+](=O)[O-])c1)C2(C)C (stereo not given),98,0,100,94,99,nt,100,-4,102,-5,99
COc1ccc(NS(=O)(=O)c2ccc(NS(=O)(=O)c3ccc(C)cc3)cc2)nn1,97,1,98,98,97,20,98,-4,105,-3,98
Cc1ccc(F)c(NC(=O)c2ccc(Cn3cc(Cl)cn3)cc2)c1,95,9,98,94,95,-12,94,0,102,-3,96
COc1ccc(C(=O)C[n+]2ccc3c(c2)nc(-c2cc(OC)c(OC)cc2OC)n3C)cc1,98,7,100,98,98,nt,99,-3,61,-36,102
O=C(NCCN1CCCCC1)Nc1ccccc1,93,22,96,103,96,nt,98,-6,103,-18,99
COCCn1c(SCC(=O)c2ccccc2)nc2c(c1=O)SCC2,94,-3,97,109,96,8,101,-2,101,-19,99
O=C(N/N=C/c1ccc([N+](=O)[O-])s1)c1ccccc1Br,99,-109,105,101,102,-5,102,-2,95,-95,104
O=C(N/C(=C/c1cccs1)C(=O)N1CCOCC1)c1cccs1,94,-2,95,103,96,7,99,0,102,-17,94
CC1=CC(C)(C)N(C(=O)C(C)N2C(=O)c3ccccc3C2=O)c2ccc(C)cc21 (stereo not given),100,10,105,99,103,nt,104,-3,101,0,102
Cc1ccc(C)c(S(=O)(=O)N=Nc2c(O)[nH]c3ccccc23)c1,98,1,97,95,96,nt,99,0,103,-14,97
COc1ccc(N2CCN(C(=O)Cc3coc4cc(C)ccc34)CC2)cc1,98,26,96,98,96,nt,95,1,102,-25,102
CN(C(=O)COc1ccc(Cl)cc1)c1nnc(C23CC4CC(CC(C4)C2)C3)s1,96,-18,96,96,94,nt,95,3,100,3,98
CS(=O)(=O)N1CCN(c2ccc(NC(=S)NC(=O)c3ccccc3[N+](=O)[O-])cc2)CC1,95,11,95,93,95,-8,95,-1,99,-10,89
O=C(/C=C/c1ccco1)NCCCN1CCOCC1,95,-3,97,94,93,-17,96,0,97,-7,93

Additional records follow:
structure,Rac1 act GTP bind,Mcl1 Noxa PPI,Cdc42 wt GTP,Rab7 wt GTP bind,HRas wt GTP,Pf gametocyte,Rab2 wt GTP,Bim-Mcl-1,RGS8-Gao,Mcl1-Bid inh,Rac1 wt GTP bind
Cc1ccc(S(=O)(=O)N2CC3(C)CN(S(=O)(=O)c4ccc(C)cc4)CC(C)(C2)C3O)cc1 (stereo not given),101,-5,126*[activator],104,101,-4,100,0,93,0,108
CCC(=O)N/N=C(\C)CC(=O)Nc1ccc2ccccc2c1,100,4,105,99,105,-25,104,2,101,-34,103
O=[N+]([O-])c1ccc2c(c1Nc1ccccc1)=NC1(CCCCC1)N=2,97,11,99,101,99,nt,100,-3,84,-35,101
Cc1ccccc1N(CC(=O)N/N=C/c1cc(C)n(-c2ccccc2C)c1C)S(C)(=O)=O,95,12,94,97,96,6,96,1,73,-22,94
CC1CCCC(C)N1C(=O)CSc1nnc(-c2cccs2)o1 (stereo not given),99,3,100,99,100,19,98,2,101,-14,100
CCOc1cc(C#N)c(NC(=O)c2cccnc2Cl)cc1OCC,100,3,102,99,101,nt,99,0,102,-4,102
O=C(NNC(=O)c1ccc2c(c1)OCO2)NC12CC3CC(CC(C3)C1)C2,99,11,95,97,99,nt,98,-6,102,-19,98
Cc1ccc(-c2nn3c(C)nnc3s2)cc1NC(=O)CSc1ccc(Cl)cc1,99,22,97,93,97,nt,97,0,100,-2,100
CCOC(=O)c1c(-c2ccc(OCC)cc2)csc1NC(=O)CCN1C(=O)c2ccccc2C1=O,94,-28,99,100,97,nt,98,-2,98,10,101
Cc1nc2cc(-c3ccsc3-n3c(C)ccc3C)[nH]n2c(=O)c1Cl,94,61*,98,102,97,8,97,1,100,-37,100
COc1ccc(/C(C)=N/NS(=O)(=O)c2ccccc2)c(OC)c1,95,16,91,100,93,2,96,-2,100,46,96
CCOC(=O)Cc1csc(NC(=O)CSc2nc(C)cc(=O)[nH]2)n1,96,22,99,98,99,nt,97,-5,95,4,99
CCOc1ccccc1NC(=O)Cc1ccccc1OC,99,18,101,97,99,0,99,0,97,-19,100
Oc1c(Br)cc(Br)cc1CNc1ccc(F)cc1,92,28,97,92,93,-4,93,1,99,-29,94
CCCc1nn(C)c2c(=O)[nH]c(-c3ccccc3OCC)nc12,101,10,105,102,102,-10,99,-4,97,-33,107
O=C(Cn1ncc2c(=O)oc3ccccc3c21)NC1CC1,99,-15,102,102,101,-2,99,-3,106,-13,105
NC(=O)c1cccnc1Nc1ccccc1F,102,-10,99,101,101,17,96,0,102,-9,110
CCCCNC(=O)C1CCCN(S(=O)(=O)c2ccc(S(=O)(=O)NCC(C)C)cc2)C1 (stereo not given),104,-10,108,104,103,nt,104,0,100,6,109
CC(C)OC(=O)c1ccc(COC(=O)c2cccc(-c3nnc(-c4ccccc4)o3)c2)cc1,87,-20,93,94,90,nt,87,-3,96,-33,87
COc1cc(NC(=S)Nc2cccc(C)n2)cc(OC)c1OC,?,18,?,?,?,5,?,1,99,-46,?
CCn1cc(C(=O)N2CCCc3ccccc32)c2cc(OC)c(OC)cc2c1=O,100,-6,105,100,104,nt,104,-6,101,-14,101

Source: PubChem (several laboratories)

Not a hit list; about 2.9% have a hit in one of these screens.
